# Integrin act MD: activators of alpha7 integrin expression for muscular dystrophy; alpha7betagal myoblasts, beta-gal FDG fluorescence, 48 h; Potency, µM (series often up to 38.3 µM), for inactives: top-dose activation, actives largely listed as activators; hit rate 0.064% among 350,000;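 note: potency is the fitted concentration of half-maximal effect; 100% = response of the positive control SU9516; nearly all actives have a fitted effect of over 60% in size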
#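 alpha7betagal+/- myoblasts (passage 13, 250/well) treated 48 h at 37C with compounds at 1:260 dilution of DMSO stock. Lysed, then beta-galactosidase activity read as FDG fluorescence (ex 480/em 540) after 30 min, with pre-read for autofluorescence.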
# TSG101-PTAP inh: blocks PTAP/TSG101 interaction to inhibit HIV-1 budding; Q99816; Fluorescence polarization, FITC-PTAP peptide / Tsg101 binding; Potency, µM (series often up to 115 µM), without a hit: top-dose activity change, negative = inhibition, usual class: inhibitors; 340,000 tested, under 10 active; active = well fitted inhibition curve with a large enough effect in the main read-out, with a control signal flat, not every such curve was filed as active; inconclusive = small, poorly fitted or top-dose-only effect, or effect the other way, or a change in a side signal; inactive = no such curve, though single readings can be large or run the other way; note: potency is the fitted concentration of half-maximal effect; % of control where 0% means no effect
# Target sequence (Q99816 whole entry, looked up): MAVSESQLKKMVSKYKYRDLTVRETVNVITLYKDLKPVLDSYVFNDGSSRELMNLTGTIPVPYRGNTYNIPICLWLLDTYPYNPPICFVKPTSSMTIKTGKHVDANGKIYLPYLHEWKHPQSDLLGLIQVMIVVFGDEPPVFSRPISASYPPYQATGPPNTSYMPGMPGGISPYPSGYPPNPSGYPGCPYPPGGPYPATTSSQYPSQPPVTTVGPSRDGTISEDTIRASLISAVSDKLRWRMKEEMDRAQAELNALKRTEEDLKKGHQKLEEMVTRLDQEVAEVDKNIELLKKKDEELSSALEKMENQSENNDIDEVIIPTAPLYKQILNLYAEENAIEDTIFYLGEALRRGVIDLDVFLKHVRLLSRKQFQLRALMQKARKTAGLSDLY
#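 Fluorescence anisotropy tracks displacement of a FITC-tagged PTAP peptide (50 nM) from the Tsg101 binding domain (10 uM), following a 20 min room-temperature incubation at pH 7.5.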
# ASM inhibitor: blocks human secretory acid sphingomyelinase | hit rate 0.006% among 340,000 | AID 504937 | placental ASM, HMU-PC fluorogenic substrate, 60 min | Potency, µM (series often up to 57.5 µM), inactives show at the top dose activity change, negative = inhibition, usual class: inhibitors | P17405; note: potency is the fitted concentration of half-maximal effect
# Target sequence (P17405 47-631 limits assumed): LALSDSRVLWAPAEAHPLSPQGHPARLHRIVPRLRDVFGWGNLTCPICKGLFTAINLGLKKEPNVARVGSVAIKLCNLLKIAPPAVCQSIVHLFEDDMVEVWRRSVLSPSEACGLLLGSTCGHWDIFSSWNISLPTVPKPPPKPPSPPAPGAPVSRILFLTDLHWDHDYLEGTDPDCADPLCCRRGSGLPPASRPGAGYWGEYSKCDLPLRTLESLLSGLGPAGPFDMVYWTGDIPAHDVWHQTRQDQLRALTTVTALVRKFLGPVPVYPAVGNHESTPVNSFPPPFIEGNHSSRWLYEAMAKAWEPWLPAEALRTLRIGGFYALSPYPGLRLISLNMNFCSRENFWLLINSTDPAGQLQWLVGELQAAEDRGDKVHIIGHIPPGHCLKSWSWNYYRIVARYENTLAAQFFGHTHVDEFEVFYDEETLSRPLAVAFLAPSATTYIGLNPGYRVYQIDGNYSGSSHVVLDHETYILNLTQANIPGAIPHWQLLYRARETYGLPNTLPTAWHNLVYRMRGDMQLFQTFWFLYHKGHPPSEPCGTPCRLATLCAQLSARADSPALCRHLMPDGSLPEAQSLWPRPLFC
#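 Fluorogenic HMU-PC substrate (9 uM final) is turned over by placental ASM in 60 min at 37 C after a 10 min compound preincubation. Reaction ended by alkaline stop (pH 10), with fluorescence read at 386/447 nm.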
# TSHR antagonist: blocks TSH signaling through the human TSH receptor. TSHR-expressing cells, TSH-stimulated cAMP HTRF, 2 h; active compounds read low. activity change, negative = inhibition, % at 11.5 µM. hit rate 0.2% among 330,000;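 active = activity change below a set negative limit, meaning inhibition stronger than a set level, cut at about -70% in these data; inconclusive = activity change between two set negative limits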; note: % is set by controls: 0 for no effect and ±100 for the full control effect
#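 Inhibition of cAMP made by TSHR-expressing cells under TSH stimulation (4nM final, EC80; 2 h, 37 deg C) is quantified with a one-step lysis HTRF kit, anti-cAMP cryptate versus cAMP-d2.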
# Chronic BCR inh: chronic active BCR signaling inhibition | ABC-DLBCL IkBa-CBG/CBR reporter, luminescence ratio, 4 h | Potency, µM (doses to about 46.1 µM), for inactives: top-dose ratio change, negative = lower green/red ratio, usual class: inhibitors | hit rate 0.05% among 340,000; active = well fitted inhibition curve with a large enough effect in the signal ratio, with a control signal flat, not every such curve was filed as active; inconclusive = small, poorly fitted or top-dose-only effect, or effect the other way, or a change in a side signal; the % refers to the signal ratio;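 note: potency is the fitted concentration of half-maximal effect; plate controls were basal doxycycline-induced cells for no effect and cells given 10 µM MG132 for full effect; MG132 reads +100%, hits lower the ratio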
#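 Compounds up to 46 uM were incubated four hours with TMD8 cells whose green CBG68 luciferase is fused to IkappaBalpha; red CBR luminescence normalised the signal, and concentration-effect curves were fitted to fusion, red and ratio data.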
# A-T KAP1 phos: potential ataxia-telangiectasia treatments restoring KAP-1 phosphorylation; Potency, µM (titrated, usually from 57.5 µM), inactives show top-dose activation, hits mostly activators; hit rate 0.19% among 320,000; […] A-T fibroblasts, KAP-1 phosphorylation AlphaLISA; neocarzinostatin DNA damage 30 min before lysis; note: potency is the fitted concentration of half-maximal effect; % of control where 0% means no effect; nearly all actives have a fitted effect of over 45% in size
#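 hTERT-immortalized A-T patient fibroblasts ([…]), 500 cells/well in OPTI-MEM, 1% FBS, got compounds for 60 min, then NCS for 30 min at 37C. Lysates were then assayed for phospho-KAP-1 by AlphaLISA (anti-pKAP1 donor, anti-KAP1 acceptor beads), 6 hr at 25C.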
# ELG1 repair inh: blocks ELG1-dependent DNA repair in HEK293T cells | HEK293T ELG1-luciferase reporter, luminescence, 16 h; DNA damage induced by 5-fluorouridine | Potency, µM (highest dose often 46.1 µM), for inactives: top-dose activity change, negative = inhibition, actives largely listed as inhibitors | hit rate 2.3% among 330,000 | AID 504467; note: potency is the fitted concentration of half-maximal effect; % is set by controls: 0 for no effect and ±100 for the full control effect; nearly all actives have a fitted effect of over 55% in size
#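 Quantitative HTS, concentration-response format. 2,000 cells/well co-treated with 5-fluorouridine and compound, 16 hr in 5% CO2 at 37 °C; ONE-Glo luminescence read after 30 min.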
# Tb PFK inh: blocks T. brucei phosphofructokinase; Potency, µM (series often up to 57.5 µM), without a hit: top-dose activity, negative = inhibition, usual class: inhibitors; O15648; hit rate 0.17% among 330,000; T. brucei PFK, ADP-Glo luminescence;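 note: potency is the fitted concentration of half-maximal effect; 0% = uninhibited 1x PFK enzyme wells and -100% = no-enzyme wells; nearly all actives have a fitted effect of over 60% in size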
#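 Compounds were pin-transferred as a titration series up to 57 uM into substrate buffer (0.5 mM F6P, 0.1 mM ATP, pH 8.0), then 1.25 nM PFK was added and reactions ran 45 min before ADP-Glo detection.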
# Mito fusion yeast: mitochondrial division inhibition or fusion activation; S. cerevisiae fusion-defective mutant growth rescue, CellTiterGlo 48 h; Potency, µM (top dose mostly 46.1 µM), inactives show top-dose growth rescue (activation), most hits filed as activators; hit rate 0.23% among 320,000; AID 485298;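 note: potency is the fitted concentration of half-maximal effect; % of control where 0% means no effect; nearly all actives have a fitted effect of over 45% in size; temperature-sensitive fusion mutants such as fzo1-1 at 37 °C on non-fermentable ethanol glycerol medium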
#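 Read-out: ATP-based luminescence (CellTiterGlo, 10 min ambient) reporting growth of fusion-defective ts yeast after 48 hours at 37C on glycerol/ethanol YPEG medium in the presence of compound.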
# TCR act: activates T cell receptor signaling. primary human leukocytes, anti-CD3, IL-2 HTRF, 48 h. Potency, µM (highest dose often 9.22 µM), without a hit: at the top dose activation of IL-2 secretion, most hits filed as activators. 330,000 tested, under 10 active. AID 504894; note: % of control where 0% means no effect
#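 Readout: HTRF IL-2, Eu-cryptate/d2 antibody pair, 320nm excitation, 665nm emission. Stimulus: a-CD3 beads, no co-stimulation. Cells: primary human leukocytes. Exposure: 48 hr with compound.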
# Eya2 phos inh: Eya2 (human) phosphatase inhibition | O00167 | recombinant Eya2, OMFP fluorescence dephosphorylation (OMFP is methylfluorescein phosphate) | Potency, µM (titrated, usually from 76.9 µM), inactives show at the top dose activity, negative = inhibition, hits mostly inhibitors | hit rate 0.006% among 330,000 | AID 488837; note: potency is the fitted concentration of half-maximal effect; % is set by controls: 0 for no effect and ±100 for the full control effect
#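 Eya2 (0.2 uM) preincubated 10 min at ambient with compound, then OMFP substrate added at 50 uM; 10 min reaction in 50 mM HEPES pH 7.5, 50 mM NaCl, 5 uM MgCl2, 0.05% BSA, 1 mM DTT. Fluorescence read at Ex 485/Em 525 nm.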
# Starred values were filed as active, the others as inactive; ? = inconclusive; . = not tested or not shown; [ ] = another dose, or the depositor's remark. Unless noted, calls come from the whole dose curve; as a rule, active = well fitted curve in the direction sought with a large enough effect; inconclusive = small, poorly fitted or top-dose-only effect, or another doubt; inactive = no such curve, though single readings can be large; an effect the other way counts as inactive or inconclusive.
# Results follow in this order: Integrin act MD, TSG101-PTAP inh, ASM inhibitor, TSHR antagonist, Chronic BCR inh, A-T KAP1 phos, ELG1 repair inh, Tb PFK inh, Mito fusion yeast, TCR act, Eya2 phos inh
Cc1c(C(=O)NCCN2CCOCC2)oc2ccc(Br)cc12
  13%, -2%, ., -3, ?, 2%, ?, -4%, -5%, 2%, 12%
COc1ccccc1NS(=O)(=O)/C=C/c1ccccc1
  2%, -3%, 1%, 10, 1%, 2%, 0%, 0%, -1%, 6%, 6%
C[C@H](CO)N1C[C@H](C)[C@@H](CN(C)Cc2ccc(Oc3ccccc3)cc2)Oc2c(NC(=O)C3CC3)cccc2C1=O
  -35%, -1%, -23%, 0, ?, -4%, ?, 1%, ., 4%, 17%
COc1ccc(NC(=O)COC(=O)CCNS(=O)(=O)c2ccccc2)cc1OC
  22%, 0%, 0%, -3, 2%, 3%, -2%, 2%, 0%, 0%, -5%
O=c1[nH]c(CSc2nnc(-c3cccnc3)n2C2CCCCC2)nc2ccccc12
  2%, -2%, -4%, -4, -3%, 1%, ?, 4%, 1%, 4%, -1%
Cc1c(NC(=O)/C(C#N)=C/c2ccc(-c3cccc(Cl)c3)o2)c(=O)n(-c2ccccc2)n1C
  -15%, ?, -13%, -8, ?, -5%, ?, -8%, 1%, 1%[46.1 µM], -4%
Nc1nc(Br)c2c(F)cccc2c1-c1ccccc1
  18%, -6%, 17%, -1, ?, -6%, 14%, -4%, -1%, 3%, ?
Cc1ccc(N2CC(C(=O)Nc3nnc(SCC(=O)N4CCOCC4)s3)CC2=O)cc1 (configuration not stated)
  15%, 0%, -1%, 1, 0%, 4%, 2%, 4%, 0%, -3%, 3%
Cc1cccc(OCCCC(=O)Nc2nccs2)c1
  -20%, -5%, -2%, -14, 6%, 12%, -14%, 1%, 0%, -3%, 4%
O=C(Nc1ccccc1[N+](=O)[O-])c1cncc(Br)c1
  ?, -5%, 4%, 2, -5%, 1%, 3%, -3%, 2%, 6%, -6%
O=C(Cn1cnc2ccccc2c1=O)NCc1ccco1
  9%, -3%, 4%, ., ., ., ., ., -6%, 4%, .
COc1cc(CN2CC(=O)N(c3ccc(C)cc3)C2=S)cc(OC)c1OC
  -42%, 0%, -1%, -3, -4%, 2%, ?, 3%, 25%, -4%[46.1 µM], -12%
COc1ccc(CCN2CC(C(=O)NC3CCOCC3)CCC2=O)cc1 (configuration not stated)
  -18%, -1%, 1%, -8, 5%, -1%, -3%, 3%, -5%, -1%, -3%
COc1ccc(CCC(=O)OCC(=O)N(C)c2c(N)n(Cc3ccccc3)c(=O)[nH]c2=O)cc1
  7%, -1%, 8%, 14, -4%, 2%, -28%, 6%, 1%, -5%, 18%
CCc1ccccc1N(C(=O)CNC(=O)c1ccco1)C(C(=O)NC1CCCC1)c1cccnc1 (configuration not stated)
  2%, -2%, -18%, -3, 3%, 3%, 14%, 0%, -6%, 7%, -20%
CC(C)c1ccc(CNc2ncc(Br)cn2)cc1
  8%, -4%, 4%, -10, ?, 3%, ?, 2%, 5%, 3%, -23%
O=c1[nH]c(CN2CCN(c3ccccc3Cl)CC2)nc2ccsc12
  -25%, -3%, 0%, -4, 6%, 6%, -7%, -2%, 5%, 2%, 16%
Cc1ccc(NC(=O)c2ccncc2)cc1S(=O)(=O)N(C)C
  33%, -6%, 0%, -3, 0%, -7%, 15%, 0%, 0%, -1%[46.1 µM], -13%
CC1(C)Cc2c(c(=S)nc(-c3ccccc3)n2CCCN2CCOCC2)CO1
  12%, -1%, 4%, 8, -1%, -2%, 4%, 0%, -6%, -20%, 10%
CC1CCCC(NC(=O)CCC(=O)c2ccc(F)cc2)C1C (configuration not stated)
  -8%, -2%, 0%, -13, -11%, -4%, 11%, 0%, 9%, 7%, -5%
O=C(/C=C/c1cccs1)c1cc(Br)ccc1OC(=O)N1CCOCC1
  -41%, 1%, -3%, 13, ?, 2%, 16µM*, -7%, -33%[inhibitor], 3%[46.1 µM], 3%
O=Cc1ccc(-n2nncc2-c2ccc([N+](=O)[O-])cc2)cc1
  2%, 0%, 0%, -4, 3%, 2%, -3%, -3%, -12%, -3%, 4%
C[C@]1(C(=O)NCCCNc2ncc(C(F)(F)F)cc2Cl)C=C[C@@H](Cc2ccccc2)N1C(=O)c1ccccc1
  -7%, -6%, -14%, 10, ?, -30%, -1%, -13%, -12%, -1%, -8%
Cn1c(CN2CCCC2)c(C#N)c2ccccc21
  7%, -10%, 3%, 13, -14%, 1%, 8%, 2%, -3%, 1%, 9%
Cc1ccc(C2CC(=O)c3cnc(N4CCc5ccccc5C4)nc3C2)cc1 (configuration not stated)
  -15%, -6%, -7%, 3, 2%, 11%, 14%, -5%, -4%, -3%, 4%
NS(=O)(=O)c1ccc(NC(=O)CN2CCc3ccccc3C2)cc1
  2%, -5%, 1%, -8, 0%, -4%, -11%, -1%, 5%, -2%, 6%
CCCc1nnc(NC(=O)c2nc(S(=O)(=O)Cc3ccc(C)cc3)ncc2Cl)s1
  -63%[inhibitor], 0%, 0%, -41, ?, 11%, 0%, 3%, -16%, -1%, 10%
Cc1cc(-c2ccc(Cl)cc2)c2cnn(C(C)C)c2n1
  ?, -2%, -10%, -14, 9%, 38%, 16%, -2%, -55%[inhibitor], 1%, 9%
Cc1ccc(C(=O)O/N=C(\N)c2ccccn2)cc1
  8%, -5%, 1%, 11, ?, -2%, ?, ?, -4%, 3%, -2%
C#CCOCCOCCOCCNc1nc(N2CCN(C(=O)[C@H](CCC(=O)O)n3cc(C(N)CC(C)C)nn3)CC2)nc(N2CCN(C(=O)[C@H](Cc3ccc(O)cc3)n3cc(C(N)CC(C)C)nn3)CC2)n1 (some centres not stated)
  5%, -1%, 2%, 6, 3%, -24%, 30%, 4%, 4%, 6%, 15%
CC(Oc1ccc2c3c(c(=O)oc2c1)CCCC3)C(=O)NCCN1CCOCC1 (configuration not stated)
  -30%, 0%, 35%, -6, 8%, 6%, ?, 0%, -4%, 4%, -3%
O=C1CCC(/C=C/c2ccccc2)=NN1Cc1ccccc1Cl
  -12%, 2%, -11%, 0, -16%, 8%, -11%, 2%, 30%, -9%, -5%

# Of the compounds above, 2 have an aryl thioether with sulfur outside any ring:
# Results follow in this order: Integrin act MD, TSG101-PTAP inh, ASM inhibitor, TSHR antagonist, Chronic BCR inh, A-T KAP1 phos, ELG1 repair inh, Tb PFK inh, Mito fusion yeast, TCR act, Eya2 phos inh
O=c1[nH]c(CSc2nnc(-c3cccnc3)n2C2CCCCC2)nc2ccccc12
  2%, -2%, -4%, -4, -3%, 1%, ?, 4%, 1%, 4%, -1%
Cc1ccc(N2CC(C(=O)Nc3nnc(SCC(=O)N4CCOCC4)s3)CC2=O)cc1 (configuration not stated)
  15%, 0%, -1%, 1, 0%, 4%, 2%, 4%, 0%, -3%, 3%

# Compound profiles (already shown).
# `Cc1cc(-c2ccc(Cl)cc2)c2cnn(C(C)C)c2n1` in the list: Integrin act MD = ?; TSG101-PTAP inh = -2%; ASM inhibitor = -10%; TSHR antagonist = -14; Chronic BCR inh = 9%; A-T KAP1 phos = 38%; ELG1 repair inh = 16%; Tb PFK inh = -2%; Mito fusion yeast = -55%[inhibitor]; TCR act = 1%; Eya2 phos inh = 9%
# `C[C@]1(C(=O)NCCCNc2ncc(C(F)(F)F)cc2Cl)C=C[C@@H](Cc2ccccc2)N1C(=O)c1ccccc1` in the list: Integrin act MD = -7%; TSG101-PTAP inh = -6%; ASM inhibitor = -14%; TSHR antagonist = 10; Chronic BCR inh = ?; A-T KAP1 phos = -30%; ELG1 repair inh = -1%; Tb PFK inh = -13%; Mito fusion yeast = -12%; TCR act = -1%; Eya2 phos inh = -8%
